Pol III holo inh – blocks replication by bacterial DNA polymerase III holoenzyme | 71,000 compounds, 0.25% hits | reconstituted DNA polymerase III holoenzyme replication, biochemical | Potency, µM (doses to about 57.1 µM), without a hit: at the highest dose activity change, negative = inhibition | AID 603; also: potency is read from the fitted curve at half-maximal effect; % is scaled to controls: 0 for no effect and ±100 for the full control effect
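Reconstituted *E. coli* holoenzyme (0.35 nM Pol III, 1 nM beta, 154 nM SSB, 2 nM primase) was preincubated with compound for 15 min at RT. Synthesis on 1.4 nM ssM13Gori ran 35 min, then was stopped with PicoGreen/EDTA and read as dsDNA fluorescence.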
BRCT inh green – blocks human BRCA1 BRCT binding to phosphopeptide, green readout. P38398. BRCA1 BRCT-phosphopeptide binding, green fluorescence polarization. Potency, µM (highest dose often 76.9 µM), inactives show at the highest dose activity change, negative = inhibition, hits mostly inhibitors. 75,000 compounds, 0.05% hits. AID 875;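 also: potency is read from the fitted curve at half-maximal effect; plate controls were peptide without protein for full effect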
Target sequence (P38398 whole entry, looked up): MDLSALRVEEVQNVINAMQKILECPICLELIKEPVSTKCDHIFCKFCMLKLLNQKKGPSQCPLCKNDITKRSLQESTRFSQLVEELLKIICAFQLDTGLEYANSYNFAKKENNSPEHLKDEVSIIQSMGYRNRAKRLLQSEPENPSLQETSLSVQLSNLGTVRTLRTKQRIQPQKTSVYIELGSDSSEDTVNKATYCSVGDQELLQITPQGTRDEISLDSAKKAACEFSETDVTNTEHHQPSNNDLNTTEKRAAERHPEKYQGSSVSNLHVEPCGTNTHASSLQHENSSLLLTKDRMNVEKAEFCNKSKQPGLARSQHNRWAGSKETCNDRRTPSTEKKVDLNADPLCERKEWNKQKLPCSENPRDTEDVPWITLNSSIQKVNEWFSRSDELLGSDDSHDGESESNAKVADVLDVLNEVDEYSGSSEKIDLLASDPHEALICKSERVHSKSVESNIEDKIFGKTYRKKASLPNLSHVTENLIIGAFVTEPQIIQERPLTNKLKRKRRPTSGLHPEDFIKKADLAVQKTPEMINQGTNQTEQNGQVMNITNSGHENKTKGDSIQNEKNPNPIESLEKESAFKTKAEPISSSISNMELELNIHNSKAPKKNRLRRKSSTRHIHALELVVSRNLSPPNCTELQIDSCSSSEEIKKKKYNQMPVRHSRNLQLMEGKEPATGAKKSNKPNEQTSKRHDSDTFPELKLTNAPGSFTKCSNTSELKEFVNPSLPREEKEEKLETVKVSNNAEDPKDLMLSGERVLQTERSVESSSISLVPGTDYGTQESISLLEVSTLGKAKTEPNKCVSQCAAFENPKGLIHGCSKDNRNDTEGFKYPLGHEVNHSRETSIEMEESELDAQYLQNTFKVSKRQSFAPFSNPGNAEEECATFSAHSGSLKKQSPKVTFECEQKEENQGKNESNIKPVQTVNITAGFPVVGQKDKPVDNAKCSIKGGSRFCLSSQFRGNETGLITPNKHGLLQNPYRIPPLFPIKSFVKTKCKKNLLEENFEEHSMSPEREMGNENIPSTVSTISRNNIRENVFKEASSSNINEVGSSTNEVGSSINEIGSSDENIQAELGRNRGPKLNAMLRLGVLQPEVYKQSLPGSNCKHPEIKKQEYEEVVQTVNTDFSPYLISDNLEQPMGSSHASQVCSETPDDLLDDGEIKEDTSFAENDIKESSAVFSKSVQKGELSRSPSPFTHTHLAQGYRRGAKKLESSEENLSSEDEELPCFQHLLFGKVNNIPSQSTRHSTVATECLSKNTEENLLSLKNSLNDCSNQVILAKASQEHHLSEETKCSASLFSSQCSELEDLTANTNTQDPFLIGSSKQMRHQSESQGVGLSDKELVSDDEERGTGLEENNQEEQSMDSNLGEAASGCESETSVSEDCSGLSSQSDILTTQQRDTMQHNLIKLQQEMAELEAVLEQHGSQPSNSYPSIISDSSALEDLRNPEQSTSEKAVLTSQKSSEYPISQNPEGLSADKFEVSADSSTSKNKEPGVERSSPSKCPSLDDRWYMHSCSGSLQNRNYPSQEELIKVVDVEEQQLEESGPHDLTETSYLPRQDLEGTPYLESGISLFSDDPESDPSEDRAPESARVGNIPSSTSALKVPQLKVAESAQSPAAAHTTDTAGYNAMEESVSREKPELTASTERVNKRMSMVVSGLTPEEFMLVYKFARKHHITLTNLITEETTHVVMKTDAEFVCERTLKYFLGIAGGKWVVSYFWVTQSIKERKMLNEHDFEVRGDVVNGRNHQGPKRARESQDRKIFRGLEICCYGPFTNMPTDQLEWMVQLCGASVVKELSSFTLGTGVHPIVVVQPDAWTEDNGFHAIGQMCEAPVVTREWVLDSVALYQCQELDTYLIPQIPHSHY
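Fluorescence polarization: His-tagged BRCT (~35 kDa BRCA1 C-terminus, 250 nM) bound to 100 nM fluorescein-labeled phosphorylated 10-aa BACH1 peptide, pH 7.3 phosphate buffer with DTT and Tween 20. Compounds incubated 12 min at room temperature; inhibition read as lowered polarization.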
BRCT inh red – inhibitors of human BRCA1 BRCT-phosphoprotein interaction (red fluorophore); P38398; BRCT-phosphopeptide binding, red fluorescence polarization; Potency, µM (doses to about 76.9 µM), for inactives: at the highest dose activity change, negative = inhibition, most hits filed as inhibitors; 75,000 compounds, 0.03% hits; also: % is scaled to controls: 0 for no effect and ±100 for the full control effect
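Rhodamine-labelled pBACH1 10-mer (100 nM) bound to BRCT domain (100 nM) at pH 7.3; compounds incubated 12 min room temperature, polarization read. Free peptide defines full inhibition; unlabelled decapeptide titrated as control.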
Ub-GFP proteasome – inhibits proteasome, raising ubiquitin-GFP reporter fluorescence; 67,000 tested, under 10 active; Ubiquitin-GFP reporter cells, proteasome inhibition, GFP fluorescence; response scale: untreated = 0%, 10 µM MG-132 = 100%; Potency, µM (top dose mostly 45.9 µM), inactives show top-dose activation (GFP accumulation), most hits filed as activators; AID 526; active = well fitted activation curve with a large enough effect, not every such curve was filed as active; inconclusive = small, poorly fitted or top-dose-only effect, or another doubt; inactive = no such curve, though single readings can be large or run the other way; also: potency is read from the fitted curve at half-maximal effect
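GFP accumulation read-out: laser plate cytometry counting ubiquitin(G76V)-GFP-expressing U2OS cells after 4 hr compound exposure at 37 °C. Titrations spanned 46 uM to 2.9 nM; 0% = basal, 100% = 10 uM MG-132; concentration-response curves fitted.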
15-hLO inh – blocks human 15-lipoxygenase activity; P16050; purified 15hLO-1, xylenol orange hydroperoxide absorbance; Potency, µM (top dose mostly 57.1 µM), for the others: at the highest dose activity change, negative = inhibition, most hits filed as inhibitors; 74,000 compounds, 1.4% hits; AID 887; also: potency is read from the fitted curve at half-maximal effect; % is scaled to controls: 0 for no effect and ±100 for the full control effect; nearly all actives have a fitted effect of over 55% in size
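Purified human 15hLO-1 (40 nM final) in 25 mM Hepes pH 7.5, 0.01% Triton X-100 was preincubated with compound 15 min at room temperature, then reacted 6 min with 50 uM arachidonic acid; hydroperoxide detected by Fe-XO, 573/405 nm absorbance ratio.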
A350 autofl – compound fluoresces in the Alexa 350 spectral region. Compound autofluorescence, 340/450 nm, Alexa 350 dye-equivalents; stronger effect = higher value. max dye-equivalent concentration, M. 59,000 compounds, 11% hits. AID 590; in the data active = max dye-equivalent concentration above about 10 nM; inconclusive = mostly about 1.1 nM to 9.6 nM
Epigenetic mod – epigenetic GFP locus derepression in mouse cells; mouse C127i GFP locus derepression, cytometry, 30 h; Potency, µM (highest dose often 46.1 µM), inactives show at the highest dose GFP derepression (activation); 68,000 compounds, 0.09% hits; also: % of control where 0% means no effect
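Read-out is the number of GFP-positive cells, scored as fluorescent objects 20 to 120 um wide, reflecting derepression of a silenced CMV-GFP reporter in murine C127i cells after 30 h compound exposure at 37 C.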
CRE-bla Fsk – modulators of forskolin-stimulated CRE signaling in CHO cells | 71,000 compounds, 2.5% hits | Potency, µM (series often up to 38.2 µM), inactives show at the top dose activity change, negative = inhibition, hits mostly activators | AID 662 | CHO CRE-bla reporter (cAMP response element driving beta-lactamase), forskolin EC10, beta-lactamase ratio; active = well fitted activation curve with a large enough effect in the signal ratio, with a control signal flat, not every such curve was filed as active; inconclusive = small, poorly fitted or top-dose-only effect, or effect the other way, or a change in a side signal; the % refers to the signal ratio; also: potency is read from the fitted curve at half-maximal effect; % of control where 0% means no effect
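Titrated compounds plus EC10 NKH 477 on CHO CRE-bla cells, 3 h, 37 °C. CCF4, 2 h RT. Ratio 460/530 nm → AC50.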
4MU fluor – compound fluoresces in the 4-MU spectral region | max dye-equivalent concentration, M | 59,000 compounds, 11% hits | compound autofluorescence, 340/450 nm, 4-MU equivalents; stronger effect = higher value; in the data active = max dye-equivalent concentration above about 10 nM; inconclusive = mostly about 1.1 nM to 9.6 nM
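Compounds in 100 mM Tris, pH 8.0, sat 15 min at room temperature before fluorescence was read at 340 nm excitation/450 nm emission; a per-plate six-point 4-MU standard curve converted signals to dye-equivalent concentration at each compound concentration.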
Hsp90 Hop PPI – changes Hsp90-Hop TPR2A binding signal, up or down | AID 595 | AlphaScreen TPR2A-His6 binding biotin-Hsp90 C-terminal peptide | 71,000 compounds, 0.44% hits | Potency, µM (titrated, usually from 57 µM), inactives show at the top dose activity change, negative = inhibition; active = well fitted curve in either direction with a large enough effect; inconclusive = small, poorly fitted or top-dose-only effect, or another doubt; also: potency is read from the fitted curve at half-maximal effect; % is scaled to controls: 0 for no effect and ±100 for the full control effect; many of its hits are not listed in these tables
HBB splice mod – modulators of hemoglobin beta chain splicing. HBB splicing reporter cell assay, activation; EGFP reporter with mutant IVS2-654 intron; response scale: normalised to 500 nM splice-correcting PNA. Potency, µM (highest dose often 46.1 µM), for the others: top-dose activation, most hits filed as activators. 65,000 compounds, 0.06% hits. AID 925; also: potency is read from the fitted curve at half-maximal effect; 0% is about no effect
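Compounds were applied for 2 days to HeLa EGFP-654 cells, 500/well in Optimem with 2% FCS. The reporter's EGFP is disrupted by mis-splicing of beta-globin intron IVS2-654. Readout: summed well GFP fluorescence from 488 nm laser scanning; reference was 500 nM antisense […] 654 PNA.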
* = called active by the depositor; i = inactive; ? = inconclusive; / = not tested or not shown; [ ] = another dose, or the depositor's remark. Unless noted, calls follow the shape of the dose curve; as a rule, active = well fitted curve in the direction sought with a large enough effect; inconclusive = small, poorly fitted or top-dose-only effect, or another doubt; inactive = no such curve, though single readings can be large; an effect the other way counts as inactive or inconclusive.

SMILES	Pol III holo inh	BRCT inh green	BRCT inh red	Ub-GFP proteasome	15-hLO inh	A350 autofl	Epigenetic mod	CRE-bla Fsk	4MU fluor	Hsp90 Hop PPI	HBB splice mod
CCCN1C(=O)/C(=C2\SC(N3CCCCC3)=NC2=O)c2ccccc21	-12.0%	-2.7%	-1.4%	-4.9%	-11.4%	?	-2.2%	?	?	?	-5.8%[57.5 µM]
C=Cc1ccccn1	-3.7%	-1.2%	1.5%	/	-4.7%	/	/	-7.5%	/	0.2%	-0.3%
COC(=O)c1ccc2c(c1)NC1=C(C(=O)CC(C)(C)C1)C(c1ccncc1)N2 (configuration not stated)	-0.1%	-1.6%	-1.9%	-10.7%	-5.0%	i	-1.1%	-9.6%	i	-5.9%	0.3%
Cn1c(=O)cc(SCC(=O)N2CCN(c3ccccn3)CC2)c2ccccc21	-3.4%	2.2%	0.1%	-2.6%	1.1%	i	-2.2%	?	i	-22.4%	2.8%
Clc1cccc(CSc2nnc([C@@H]3CCCN3)o2)c1	3.6%	-0.5%	0.9%	12.3%	7.6%	i	-1.3%	?	i	-2.1%	-0.4%
Cc1ccc(OCC(=O)NCc2ccccn2)cc1	-4.8%	-1.2%	0.2%	7.4%	15.8%	i	-1.9%	2.2%	i	-5.3%	/
O=C(O)CCn1c(=O)c2ccccc2c2ccccc2c1=O	-1.6%	3.1%	0.0%	/	15.9%	?	2.1%	-9.4%	?	-2.9%	3.5%[0.369 µM]
CCOc1cc(N2CCOCC2)c(OCC)cc1NC(=O)Cc1ccc(OC)c(OC)c1	-8.9%	-1.6%	1.1%	-7.4%	-5.8%	i	-1.3%	?	i	-14.4%	-3.0%
O=C(O)c1ccccc1C(=O)Nc1n[nH]c(=S)s1	-5.3%	-1.2%	0.4%	-0.7%	?	i	6.7%	18.5%	i	-0.6%	-0.8%
CSc1nnc(Cn2c(=O)sc3ccccc32)n1-c1ccccc1	-8.6%	0.4%	-0.1%	-2.6%	1.2%	/	-1.6%	7.0%	/	-4.6%	-0.8%
CC(=O)c1c(O)c(C)c(O)c2c1OC1=CC(=O)[C@H](C(C)=O)C(=O)[C@]12C	-2.1%	/	/	4.9%	/	i	-2.3%[9.22 µM]	?	i	-2.2%	/
O=C(NCCOc1ccccc1)c1n[nH]c(=O)c2ccccc12	-3.9%	2.3%	1.9%	-1.5%	3.1%	i	-6.0%	?	i	-4.9%	0.0%
Cc1ccc(Cl)cc1N1CCN(S(=O)(=O)c2c(C)[nH]c(=O)[nH]c2=O)CC1	-1.0%	-2.2%	1.2%	7.4%	-10.2%	i	-1.4%	-9.3%	i	-3.1%	-0.6%
c1ccc(-c2nc(CSc3nnc(-c4cccs4)o3)cs2)cc1	-2.4%	-1.9%	-0.6%	-2.6%	-10.0%	i	-1.1%	?	i	0.7%	-4.5%
O=S(=O)(Nc1cccnc1)c1cccc(C(F)(F)F)c1	-8.0%	-2.8%	-0.6%	3.1%	-4.6%	i	0.0%	-1.1%	i	-1.2%	0.5%
CCCc1cc2c(n1CCc1ccc(Cl)cc1)C(C)C1CN(C(=O)c3ccccc3)C(C)(C(=O)OC)C21 (configuration not stated)	7.4%	2.2%	0.0%	/	/	/	/	?	/	-8.5%	0.1%
COCCNC(=O)c1cn(C)c2ccc(S(=O)(=O)N(C)C3CCCCC3)cc2c1=O	-2.9%	3.5%	-2.5%	6.4%	-6.5%	/	2.3%	-7.0%	/	-2.2%	-0.1%
FC(F)(F)c1ccccc1-c1nc(NCc2cccs2)c2ccccc2n1	-4.4%	0.2%	0.4%	4.0%	-12.0%	i	5.1%[9.22 µM]	-0.6%	i	21.6%	-1.1%
CCN1CCN(Cc2ccc(OCc3ccccc3)cc2)CC1	-1.8%	-0.4%	-0.1%	6.1%	-4.1%	i	0.0%	4.0%	i	-3.4%	-0.5%
CCOc1cc(C)nc(N2CCN(C3CCCCC3)CC2)n1	-0.2%	0.0%	0.1%	2.5%	9.0%	i	0.0%	-3.1%	i	2.0%	-3.2%
Cc1ccc(/C(O)=C2\C(=O)C(=O)N(c3cc(C)on3)C2c2cccc(Cl)c2)cc1 (configuration not stated)	-2.2%	-2.9%	1.5%	0.0%	85.7%[activator]	i	4.3%	?	i	0.2%	1.2%[57.5 µM]
CCOCC(=O)Nc1ccc(S(=O)(=O)NCCc2ccccc2)cc1	-9.8%	0.2%	-0.6%	2.7%	0.0%	i	-3.2%	0.9%	i	-0.1%	-0.2%
CCOc1ccc(NC2=NC(C(=O)NCc3ccccc3)CC(=O)N2)cc1 (configuration not stated)	-5.4%	0.2%	-1.4%	5.7%	5.5%	i	-4.8%	?	i	-3.2%	1.6%
Cc1nc2c3cnn(-c4ccccc4)c3ncn2n1	0.1%	0.6%	-1.6%	1.7%	8.6%	i	2.2%	?	i	-5.8%	-4.1%[0.369 µM]
Cc1ccc(-n2c(SCC(=O)NCC3CCCO3)nnc2-c2ccoc2C)cc1 (configuration not stated)	-4.4%	0.4%	-1.4%	-1.1%	9.1%	i	-1.2%	6.3%	i	-0.8%	-0.1%[57.5 µM]
CCN(CC)S(=O)(=O)N1CCC(C(=O)NC(C)CCc2ccccc2)CC1 (configuration not stated)	-3.9%	-0.9%	0.8%	-0.5%	0.9%	?	6.8%	-7.0%	?	-1.6%	2.8%[57.5 µM]
COc1ccc(-c2noc(CN3CCC(Cc4ccccc4)CC3)n2)cc1	-6.5%	0.3%	0.7%	2.6%	-5.7%	i	-0.4%	-6.0%	i	18.2%	-0.2%
O=S(=O)(NCCSc1ccccc1)c1ccc2c(c1)OCCO2	3.8%	1.4%	-0.6%	-18.5%	-5.7%	/	2.5%	-3.5%	/	5.0%	-1.9%
O=C(C1CCCN1S(=O)(=O)c1cccc2cccnc12)N1CCc2ccccc21 (configuration not stated)	-1.6%	0.0%	-0.2%	3.7%	-2.4%	/	-3.8%	-14.4%	/	-0.4%	-0.4%
CC1CN=C(NC2CCCCC2C)S1 (configuration not stated)	-7.2%	-1.8%	0.2%	-1.9%	7.1%	i	-2.9%	2.7%	i	-1.7%	-0.1%[57.5 µM]
O=C(O)CCc1ccc(-c2cccs2)n1NC(=O)c1ccco1	-3.5%	-0.9%	-0.1%	5.5%	-2.5%	i	0.0%	2.5%	i	-3.4%	0.4%
COc1ccccc1C(=O)C(O)c1ccccc1OC (configuration not stated)	-5.3%	-6.1%	-2.9%	16.7%	0.9%	/	2.2%	-2.9%	/	-0.4%	-0.3%[9.22 µM]
CCOC(=O)N1CCN(C(=O)c2ccc(N3CCCC3=O)cc2)CC1	0.0%	-1.2%	1.3%	-1.0%	-1.2%	i	-2.8%	8.3%	i	1.1%	-1.0%
O=S(=O)(NC1=NCCC1)c1cccs1	-7.4%	-2.3%	0.6%	-3.6%	1.7%	i	0.0%	-7.7%	i	-2.2%	-0.4%
CC(=O)N1C(=O)c2cccc3cccc(c23)C(=O)N1C(C)=O	2.2%	-2.5%	-2.0%	5.4%	3.7%	1.33e-07M*	1.6%	-10.7%	1.42e-07M*	-0.9%	-0.2%[57.5 µM]
Cc1cc(C)nc(NC2=NC3CCCCC3N2)n1 (configuration not stated)	-21.5%	-0.7%	-0.7%	-3.7%	5.9%	i	0.0%	-17.7%	i	-3.9%	-2.1%
CC(NS(=O)(=O)c1ccccc1)C(N)=O (configuration not stated)	-2.0%	-0.3%	0.3%	1.1%	6.2%	i	0.2%	3.4%	i	-3.3%	-0.5%
Cc1ccc(C)c(S(=O)(=O)NC(CC(C)C)C(=O)O)c1 (configuration not stated)	-5.4%	-0.5%	0.1%	-2.7%	5.0%	i	1.4%	-20.2%	i	-8.4%	-0.3%

Structural class: those above with a CF3 group (2)
SMILES	Pol III holo inh	BRCT inh green	BRCT inh red	Ub-GFP proteasome	15-hLO inh	A350 autofl	Epigenetic mod	CRE-bla Fsk	4MU fluor	Hsp90 Hop PPI	HBB splice mod
O=S(=O)(Nc1cccnc1)c1cccc(C(F)(F)F)c1	-8.0%	-2.8%	-0.6%	3.1%	-4.6%	i	0.0%	-1.1%	i	-1.2%	0.5%
FC(F)(F)c1ccccc1-c1nc(NCc2cccs2)c2ccccc2n1	-4.4%	0.2%	0.4%	4.0%	-12.0%	i	5.1%[9.22 µM]	-0.6%	i	21.6%	-1.1%

Source: PubChem BioAssay (National Center for Advancing Translational Sciences (NCATS))

The order is random (roughly 12% active in at least one column).
